# NOD2 inhibition – NOD2 signaling inhibitors, cell-based, luminescence, uHTS, HEK293 (AID 1566); inhibition, % at 4 µM, or EC50 in µM where a hit was titrated; HEK293 NOD2/NF-kB luciferase reporter, luminescence; higher % means a stronger effect; 290,000 compounds, 0.63% hits; also: many of its hits are not listed in these tables
# LYP phosphatase – PTPN22 lymphoid phosphatase activity blockers – biochemical, fluorescence intensity, uHTS (AID 1779); recombinant LYP phosphatase, fluorescence intensity; higher % means a stronger effect; inhibition, % at 11.5 µM, or IC50 in µM where a hit was titrated; 290,000 compounds, 0.054% hits;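 also: plate controls were vehicle with enzyme for no effect and no enzyme for full effect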
# PMI inhibitors – inhibitors of human PMI, primary screen, biochemical, fluorescence intensity, coupled assay (AID 1209); purified PMI enzyme, coupled fluorescence intensity; higher % means a stronger effect; one-dose inhibition, % at 20 µM; IC50 in µM for titrated hits; 190,000 compounds, 0.42% hits;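 also: plate controls were DMSO vehicle for no effect and wells lacking substrate for full effect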
# XIAP antagonists – XIAP antagonists, biochemical, IAP family, fluorescence polarization (AID 1018); XIAP BIR domain, fluorescence polarization peptide displacement; higher % means a stronger effect; displacement, % at 20 µM; hits with a dose series show IC50 in µM; 200,000 compounds, 0.007% hits; in the data active = displacement above about 50%; also: a part of the inactive calls stands beside numbers as strong as those of hits
# KOR beta-arrestin-1 – KOR agonists, beta-arrestin recruitment, primary screen, cell-based, luminescence, uHTS (AID 1777); 280,000 compounds, 0.02% hits; KOR beta-arrestin recruitment, luminescence; higher % means a stronger effect; one-dose activation, % at 10 µM; EC50 in µM for titrated hits; in the data active = activation above about 50%, passing the limit was not always enough; also: a part of the inactive calls stands beside numbers as strong as those of hits
# PMI inhibition – MPI inhibition at elevated mannose 6-phosphate – biochemical, fluorescence intensity, high mannose 6-phosphate, primary screen (AID 1220). recombinant PMI enzyme, coupled fluorescence intensity; higher % means a stronger effect. 190,000 compounds, 0.66% hits. inhibition, % at 20 µM, or IC50 in µM where a hit was titrated
# KOR beta-arrestin-2 – KOR antagonists, beta-arrestin recruitment, cell-based, luminescence, uHTS (AID 1778). inhibition, % at 10 µM, or IC50 in µM where a hit was titrated. KOR beta-arrestin recruitment, luminescence, antagonist mode; higher % means a stronger effect. 290,000 compounds, 0.091% hits; also: strong numbers were not always called active
# TNAP activation fold – stimulation of alkaline phosphatase TNAP activity – biochemical, luminescent, no phosphate acceptor, uHTS, primary screen (AID 1001); purified TNAP, luminescent activation assay, no phosphate acceptor; higher activation fold means a stronger effect; one-dose activation fold at 20 µM; EC50 in µM for titrated hits; 200,000 compounds, 0.03% hits; in the data active = activation fold from about 3, or a potency from the dose series; inactive = the rest, 99 in 100 with activation fold below about 1.6; also: many of its hits are not listed in these tables
# NOD1 inhibition – NOD1 signaling inhibitors, primary screen, cell-based, luminescence, uHTS (AID 1578). NOD1-driven NF-kB luciferase reporter cells, luminescence; higher % means a stronger effect. inhibition, % at 4 µM, or EC50 in µM where a hit was titrated. 290,000 compounds, 1% hits; in the data active = inhibition mostly above about 36%, no sharp cut-off; inactive = mostly below about 34%;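 also: HEK-293T reporter cells stimulated with the NOD1 agonist gamma-tri-DAP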
# The depositor's hits bear a star; / = not tested or not shown; & = joins results of further samples; [ ] = another dose, or the depositor's remark. Rule as the data show it, unless noted: active = inhibition above about 50%; inactive = the rest.
SMILES,NOD2 inhibition,LYP phosphatase,PMI inhibitors,XIAP antagonists,KOR beta-arrestin-1,PMI inhibition,KOR beta-arrestin-2,TNAP activation fold,NOD1 inhibition
Cc1nn(C(=O)c2ccoc2C)c(N)c1-c1ccccc1,-38%,4%,16%,2.1%,-1.7%,9%,-34%,1.1,-16%
C/C(=N\NC(=O)CSCc1ccc(Cl)cc1)c1ccc2c(c1)OCCO2,24%,5%,1%,-4.5%,3.7%,-5%,-47%,1.1,32%
C=CCn1c(COc2ccccc2)nnc1SCC(=O)O,5%,-4%,16%,-0.1%,1.0%,3%,-14%,1,-6%
CCOCCCNC(=O)Cc1ccc(OC)c(OC)c1,8%,-12%,5%,-4.2%,-1.8%,5%,23%,1,-29%
COC(=O)c1ccc(COc2ccc(-c3nn[nH]n3)cc2)cc1,0%,-1%,8%,-4.8%,-2.9%,8%,0%,1.1,-16%
CC1(C)Cc2ccccc2-c2nnc(-c3ccc(O)cc3)n21,10%,-2%,0%,-2.3%,12%,5%,10%,0.9,-40%
Cn1nnnc1SCCNCc1ccccc1OCc1ccc(Cl)cc1,-10%,-1%,7%,3.4%,-1.1%,-2%,15%,1.1,43%
Cc1ccc(C)c(NC(=O)COC(=O)CNC(=O)c2ccccc2Cl)c1,21%,-4%,-4%,-4.5%,-3.3%,0%,-3%,1.1,-14%
COc1cc(/C=C2\C(=O)ON=C2c2ccccc2)cc(Br)c1O,-63%,-3%,/,/,-6.1%,/,34%,/,14%
COc1ccc(COc2cc(-c3cccc(OC)c3)nc3ccc(NC(=O)c4ccc(N(C)C)cc4)cc23)cc1,-13%,-6%,-6%,-3.0%,0.0%,-2%,-35%,1.1,42%
CC1=C(C(N)=O)C(c2ccc(C)o2)C(C(N)=O)=C(C)N1,5%,-1%,14%,2.4%,-0.4%,8%,-15%,1.1,-6%
CCN(c1ccccc1)S(=O)(=O)c1cc(C(=O)Nc2ccc(F)c(F)c2)ccc1F,27%,8%,17%,-0.7%,-2.0%,8%,-20%,1.1,65%
CCSc1nnc(CCNC(=O)OC(C)(C)C)o1,6%,-1%,-4%,-10%,-0.6%,-6%,20%,1,-17%
Cc1cc(-c2n[nH]c(=S)o2)c(C)n1-c1ccccc1,-109%,-1%,8%,-6.9%,-0.4%,8%,11%,1.1,/
C[C@]12CCC(=O)C[C@@H]1CC[C@@H]1[C@@H]2CC[C@]2(C)[C@@H](C(=O)COC(=O)CCC(=O)O)CC[C@@H]12,-10%&-4%,-4%&-7%,/,/,-1.3%&-2.6%,/,-37%&-24%,/,-9%&-7%

# A different layout for 14 compounds above:
# Each structure is followed by: NOD2 inhibition	LYP phosphatase	PMI inhibitors	XIAP antagonists	KOR beta-arrestin-1	PMI inhibition	KOR beta-arrestin-2	TNAP activation fold	NOD1 inhibition
- Cc1nn(C(=O)c2ccoc2C)c(N)c1-c1ccccc1
→ -38%	4%	16%	2.1%	-1.7%	9%	-34%	1.1	-16%
- C/C(=N\NC(=O)CSCc1ccc(Cl)cc1)c1ccc2c(c1)OCCO2
→ 24%	5%	1%	-4.5%	3.7%	-5%	-47%	1.1	32%
- C=CCn1c(COc2ccccc2)nnc1SCC(=O)O
→ 5%	-4%	16%	-0.1%	1.0%	3%	-14%	1	-6%
- CCOCCCNC(=O)Cc1ccc(OC)c(OC)c1
→ 8%	-12%	5%	-4.2%	-1.8%	5%	23%	1	-29%
- COC(=O)c1ccc(COc2ccc(-c3nn[nH]n3)cc2)cc1
→ 0%	-1%	8%	-4.8%	-2.9%	8%	0%	1.1	-16%
- CC1(C)Cc2ccccc2-c2nnc(-c3ccc(O)cc3)n21
→ 10%	-2%	0%	-2.3%	12%	5%	10%	0.9	-40%
- Cn1nnnc1SCCNCc1ccccc1OCc1ccc(Cl)cc1
→ -10%	-1%	7%	3.4%	-1.1%	-2%	15%	1.1	43%
- Cc1ccc(C)c(NC(=O)COC(=O)CNC(=O)c2ccccc2Cl)c1
→ 21%	-4%	-4%	-4.5%	-3.3%	0%	-3%	1.1	-14%
- COc1cc(/C=C2\C(=O)ON=C2c2ccccc2)cc(Br)c1O
→ -63%	-3%	/	/	-6.1%	/	34%	/	14%
- COc1ccc(COc2cc(-c3cccc(OC)c3)nc3ccc(NC(=O)c4ccc(N(C)C)cc4)cc23)cc1
→ -13%	-6%	-6%	-3.0%	0.0%	-2%	-35%	1.1	42%
- CC1=C(C(N)=O)C(c2ccc(C)o2)C(C(N)=O)=C(C)N1
→ 5%	-1%	14%	2.4%	-0.4%	8%	-15%	1.1	-6%
- CCN(c1ccccc1)S(=O)(=O)c1cc(C(=O)Nc2ccc(F)c(F)c2)ccc1F
→ 27%	8%	17%	-0.7%	-2.0%	8%	-20%	1.1	65%
- CCSc1nnc(CCNC(=O)OC(C)(C)C)o1
→ 6%	-1%	-4%	-10%	-0.6%	-6%	20%	1	-17%
- Cc1cc(-c2n[nH]c(=S)o2)c(C)n1-c1ccccc1
→ -109%	-1%	8%	-6.9%	-0.4%	8%	11%	1.1	/

# Later entries.
SMILES,NOD2 inhibition,LYP phosphatase,PMI inhibitors,XIAP antagonists,KOR beta-arrestin-1,PMI inhibition,KOR beta-arrestin-2,TNAP activation fold,NOD1 inhibition
O=C(CCN1CCN(c2ccccc2)CC1)N/N=C/c1ccccc1O,-14%,0%,-8%,0.5%,0.6%,-26%,-18%,2.1,-23%
CCOC(=O)c1c(-c2ccc(C)cc2)csc1NC(=O)CCN1CCOCC1,11%,0%,22%,-4.6%,3.7%,9%,-23%,1,-12%
NC(=O)C(Cc1ccccc1)NC(=O)C12CC3CC(CC(C3)C1)C2 (stereo not given),-10%,-2%,/,/,-0.6%,/,-1%,/,14%
Cc1ccc(C)c(OCCC(=O)OCC(=O)NCc2ccc(F)cc2)c1,-8%,-10%,/,/,5.9%,/,-7%,/,28%
O=C(CSc1nc(-c2ccco2)cc(C(F)(F)F)n1)N1CCc2ccccc2C1,1%,2%,8%,-2.1%,-7.9%,-12%,6%,1,-10%
C/C(CCc1ccc2c(c1)OCO2)=N\NC(=O)c1ccccc1Br,10%,-9%,-11%,-2.7%,-3.4%,0%,11%,1.1,-2%
COc1ccc(OC)c(C(C[N+](=O)[O-])c2c(C)cc3ccccn23)c1 (stereo not given),-4%,-4%,/,/,0.1%,/,-49%,/,17%
CCn1c(SCC(=O)N2CCCCC2C)nnc1-c1ccco1 (stereo not given),4%,-5%,/,/,-2.7%,/,16%,/,-35%
O=[N+]([O-])c1cccc(/C=C/c2nc(C=Nc3ccc4ccccc4c3)c(O)o2)c1,-52%,-2%,19%,-1.1%,0.8%,30%,5%,0.8,-31%
O=C(CN(Cc1ccccc1)C1=NCCS1)c1ccccc1,0%,-6%,-6%,-2.2%,0.0%,-11%,-22%,1.1,-16%
O=c1cc(Cl)c2ccccc2n1-c1ccccc1,18%,-6%,/,/,-2.1%,/,-3%,/,-2%
CCC(C)NC(=O)COC(=O)c1oc2ccccc2c1CSc1ccc(Cl)cc1 (stereo not given),-20%,2%,-12%,-2.3%,-2.3%,-13%,/,1.1,-8%
COc1ccc(C(C)(C)C)cc1NC(=O)COC(=O)c1cc(SC)ccc1Cl,29%,1%,17%,-2.9%,-1.5%,22%,13%,1.1,-4%
COc1ccc(/C(O)=C2\C(=O)C(=O)N(c3cc(C)on3)C2c2ccc(OC)c(OC)c2)cc1OC (stereo not given),3%,-2%,2%,-1.7%,-2.3%,0%,11%,1.1,-2%
O=C(Nc1ccc(C(F)(F)F)cc1)N1CCN(C(=O)c2ccco2)CC1,7%,-3%,/,/,3.7%,/,-1%,/,-13%
CC(=O)Nc1ccc(CN2CCCC(C(=O)c3ccc(C(F)(F)F)cc3)C2)cc1 (stereo not given),15%,-9%,7%,-6.9%,2.6%,15%,-15%,1.1,-4%
Cn1/c(=N/N=C/c2ccc(N3CCOCC3)cc2)sc2ccccc21,-9%,6%,8%,-2.7%,-1.5%,8%,-39%,1.1,-54%
CCc1ccc(S(=O)(=O)Nc2cc3c(cc2C)n(C)c(=O)n3C)cc1,14%,-10%,/,/,4.8%,/,-71%,/,18%
CCOC(=O)c1c(C)[nH]c(C)c1C(=O)CSc1nc2ccccc2n1CC,15%,-7%,4%,-1.7%,-4.5%,0%,7%,1,7%
O=C(O)c1ccc2cc[nH]c2c1,0%,-4%,-5%,-2.3%,17%,3%,-21%,1.1,7%
CCOc1cc(C2C3=C(CCCC3=O)NC3=C2C(=O)CCC3)ccc1OCCO,-3%,-4%,7%,5.4%,10%,-6%,-43%,1.1,-2%
COCCCn1c(=O)c2sccc2n2c(CCCC(=O)NCc3cccc(OC)c3)nnc12,2%,-11%,/,/,5.7%,/,4%,/,-18%
O=C(c1ccncc1)c1ccc(NS(=O)(=O)c2ccc(Br)s2)cc1,23%,-6%,2%,-3.4%,4.9%,-9%,-45%,1.1,/
O=c1ccc2[n+]([O-])c3ccc(O)cc3oc-2c1,10%,-7%,/,/,-0.6%,/,10%,/,-2%
CC1(C)CCC[C@]2(C)[C@H]3CC(=O)O[C@]3(C)CC[C@@H]12,-1%,0%,/,/,0.5%,/,-6%,/,2%
Nc1ccc(NC(=O)NC2CCCCC2)cc1,-15%,-4%,12%,-4.9%,/,10%,18%[20 µM],1,-41%
O=C(C[n+]1ccc(Cc2ccccc2)cc1)Nc1ccc([N+](=O)[O-])cc1Cl,1%,-2%,/,-1.5%,/,/,-16%[20 µM],1.1,-19%
COc1ccc(S(=O)(=O)NNC(=O)c2cc3cc4ccccc4nc3s2)cc1,20%,1%,8%,-8.2%,-3.4%,6%,5%,0.9,19%
COc1ccccc1N1CCN(C2CCN(C(=O)c3cc(OC)c(OC)c(OC)c3)CC2)CC1,-3%,-2%,13%,-2.4%,2.9%,5%,-16%,1.1,-11%
Cc1cccc(OCC(=O)Nc2c3c(nn2C(C)(C)C)CS(=O)(=O)C3)c1,3%,-6%,/,/,3.6%,/,14%,/,-17%

# Single records (already shown).
# `COc1ccccc1N1CCN(C2CCN(C(=O)c3cc(OC)c(OC)c(OC)c3)CC2)CC1` is listed as NOD2 inhibition = -3%; LYP phosphatase = -2%; PMI inhibitors = 13%; XIAP antagonists = -2.4%; KOR beta-arrestin-1 = 2.9%; PMI inhibition = 5%; KOR beta-arrestin-2 = -16%; TNAP activation fold = 1.1; NOD1 inhibition = -11%
# `COc1ccc(S(=O)(=O)NNC(=O)c2cc3cc4ccccc4nc3s2)cc1` is listed as NOD2 inhibition = 20%; LYP phosphatase = 1%; PMI inhibitors = 8%; XIAP antagonists = -8.2%; KOR beta-arrestin-1 = -3.4%; PMI inhibition = 6%; KOR beta-arrestin-2 = 5%; TNAP activation fold = 0.9; NOD1 inhibition = 19%

# Next section:
SMILES,NOD2 inhibition,LYP phosphatase,PMI inhibitors,XIAP antagonists,KOR beta-arrestin-1,PMI inhibition,KOR beta-arrestin-2,TNAP activation fold,NOD1 inhibition
COc1cccc(-n2c(SCC(=O)N3CCOCC3)nnc2-c2c[nH]c3ccccc23)c1,17%,-10%,-6%,-1.5%,-0.8%,0%,14%,1.2,-8%
Cc1ccccc1N(C(=O)Cc1ccsc1)C(C(=O)NC1CCCCC1)c1ccc(F)cc1 (stereo not given),16%,-10%,2%,-3.4%,-0.2%,3%,5%,1.1,-25%
O=C(CCCN1C(=O)S/C(=C/C=C/c2ccccc2)C1=O)Nc1ccc(C(=O)O)cc1,-14%,-1%,/,/,-3.4%,/,40%,/,-38%
O=C(NNC(=O)c1cc2cc(OC(F)(F)F)ccc2[nH]1)c1ccc(Cl)cc1,27%,-5%,/,/,0.3%,/,39%,/,-2%
COCCn1cnc2c1c(=O)n(Cc1ccc(Br)cc1)c(=O)n2Cc1ccccc1,2%,-3%,/,/,1.2%,/,-22%,/,-9%

# This is a subset (hit frequency here may not be typical).
